From PubChem BioAssay
LEDGF integ inh: blocks HIV-1 LEDGF/p75-dependent DNA integration. inhibition, % at 3.7 µM. AID 743269. TR-FRET IN-LEDGF/p75 DNA integration, Eu/Cy5. 0.64% of 370,000 active;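 active = inhibition above the screen-wide mean plus 3 SD, cut at about 13% in these data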;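 also: signal is the Cy5 over europium emission ratio at 671 and 618 nm; 0% = plate median of compound wells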
PRMT1 FP inh: blocks human protein arginine methyltransferase 1. Q99873. recombinant PRMT1, activity-based probe fluorescence polarization. inhibition, % at 2.79 µM. 1.3% of 370,000 active;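 active = inhibition above about 21% made by adding two undisclosed values, limit read from the data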
Target sequence (Q99873 whole entry, looked up): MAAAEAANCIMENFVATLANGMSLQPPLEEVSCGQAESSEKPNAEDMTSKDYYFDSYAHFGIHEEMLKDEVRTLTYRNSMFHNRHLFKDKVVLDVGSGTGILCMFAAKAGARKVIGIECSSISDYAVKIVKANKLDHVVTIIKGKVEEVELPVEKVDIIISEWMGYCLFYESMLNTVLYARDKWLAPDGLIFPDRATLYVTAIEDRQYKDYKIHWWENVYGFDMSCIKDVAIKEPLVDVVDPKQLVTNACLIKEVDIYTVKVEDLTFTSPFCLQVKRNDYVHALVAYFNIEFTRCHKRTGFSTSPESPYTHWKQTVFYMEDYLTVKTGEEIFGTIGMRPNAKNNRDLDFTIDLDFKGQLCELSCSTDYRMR
UHRF1 MBD2 ctr: human UHRF1 methylated DNA binding inhibitors. Q96T88. UHRF1 binding to methylated oligo, TR-FRET. inhibition, % at 4.4 µM. 0.75% of 370,000 active. AID 687016; in the data active = inhibition above about 21%;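 also: UHRF1 SRA domain binding a hemimethylated CpG hairpin DNA probe; 0% = median of test compound wells and 100% = reference inhibitor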
TCR-CD3 inh: inhibitors of human TCR-CD3 interaction. TAMRA-labeled TCR probe fluorescence, biochemical. inhibition, % at 9.4 µM. AID 651800. 0.37% of 360,000 active; in the data active = inhibition above about 19%;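 also: recombinant mutant TCR 2C K166C tagged with TAMRA read by polarization; 0% = receptor in buffer alone and 100% = receptor with positive control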
TDP2 absorb: blocks human TDP2 phosphodiesterase activity; O95551; recombinant TDP2, T5PNP hydrolysis, p-nitrophenol absorbance 415 nm; inhibition, % at 12.8 µM; 0.34% of 370,000 active; AID 720702;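 active = inhibition above the mean of all tested compounds plus 3 SD, set per campaign, cut at about 25% in these data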;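 also: 0% = DMSO with enzyme and 100% = buffer with substrate but no TDP2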
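test system = human TDP2 enzyme | input = TDP2 enzyme at 120 nM final | medium = 50 mM Tris-HCl pH 7.5 with Mg2+, KCl, DTT, BSA | also added = T5PNP substrate, 5 mM | times = 2 h at 37 °C | technique = epi absorbance | benchmarks = high control without enzyme, low control DMSO plus TDP2 | replication = each compound tested once, singlicate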
SIAE primary: human SIAE inhibition, primary screen; Q9HAT2; SIAE FP-Rh probe binding, fluorescence polarization; AID 1053197; 0.69% of 370,000 active; inhibition, % at 9.66 µM;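 active = inhibition above a cutoff: mean of compounds within the control limits plus 3 SD of those, cut at about 17% in these data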;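 also: 0% = plate median of compound wells and 100% = probe without SIAE protein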
DDE Tn7 FP inh: disrupts Tn7 cyclic peptide binding to fibrin D-Dimer-E complex; 0.13% of 370,000 active; FP displacement of FITC-Tn7 peptide from fibrin DD(E); 0% = median of compound wells per plate; P02675; inhibition, % at 8.3 µM;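 active = inhibition above the mean of compounds falling within the control limits plus 3 SD of them, cut at about 14% in these data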;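 also: 0% = plate median of compound wells and 100% = 10 µM Aha-Tn7 peptide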
Target sequence (P02675 whole entry, looked up): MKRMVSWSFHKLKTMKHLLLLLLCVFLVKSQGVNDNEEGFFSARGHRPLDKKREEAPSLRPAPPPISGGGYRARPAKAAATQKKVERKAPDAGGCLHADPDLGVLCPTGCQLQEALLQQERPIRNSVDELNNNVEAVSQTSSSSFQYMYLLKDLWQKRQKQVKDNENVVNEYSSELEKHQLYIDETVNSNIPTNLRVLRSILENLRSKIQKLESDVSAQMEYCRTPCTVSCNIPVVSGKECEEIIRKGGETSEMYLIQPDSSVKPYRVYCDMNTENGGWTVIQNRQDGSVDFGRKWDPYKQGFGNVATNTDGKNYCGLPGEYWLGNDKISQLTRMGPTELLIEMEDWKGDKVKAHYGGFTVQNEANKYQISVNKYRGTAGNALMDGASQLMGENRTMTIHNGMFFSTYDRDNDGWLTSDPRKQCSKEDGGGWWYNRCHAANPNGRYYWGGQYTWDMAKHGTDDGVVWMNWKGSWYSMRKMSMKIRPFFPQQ
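system = human fibrin DD(E) protein | quantity = DD(E) 2 µM final | medium = Tris/NaCl/CaCl2 buffer, pH 7.8 | also added = labelled Tn7 tracer, 0.1 µM | compound dosing = single point at 8.3 µM | timing = compound with protein 10 min, then 3 h after probe, room temperature | signal = FP measurement | benchmarks = Aha-Tn7 high control | repeats = one replicate per compound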
KLK7 zymogen act: proKLK7 (human) activation, primary screen; activation, % at 7 µM; AID 652039; P49862; 0.9% of 370,000 active; purified proKLK7, EDANS-DABCYL substrate fluorescence; 100% is mature enzyme control, 0% vehicle;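 active = activation above the mean of all tested compounds plus 3 SD, computed per campaign excluding outliers beyond control limits, cut at about 13% in these data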
Target sequence (P49862 whole entry, looked up): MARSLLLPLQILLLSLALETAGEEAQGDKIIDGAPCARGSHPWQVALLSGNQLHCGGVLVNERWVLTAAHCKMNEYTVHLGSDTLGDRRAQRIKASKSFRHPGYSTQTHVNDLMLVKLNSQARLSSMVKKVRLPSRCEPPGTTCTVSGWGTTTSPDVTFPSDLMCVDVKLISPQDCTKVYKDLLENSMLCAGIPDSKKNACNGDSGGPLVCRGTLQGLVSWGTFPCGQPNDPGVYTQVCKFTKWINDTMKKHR
Tn6 DDE FP: DD(E)-Tn6 binding inhibition, primary FP screen | P02675 | Fibrin DD(E) TRITC-Tn6 fluorescence polarization displacement | inhibition, % at 8.3 µM | 0.21% of 370,000 active | AID 720509;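 active = inhibition above a per-campaign cutoff: mean of compounds within control limits plus 3 SD, cut at about 15% in these data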;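 also: 0% = median of all compound wells on the plate and 100% = blocking peptide control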
MBD2 inh: MBD2-methylated oligo binding inhibition | Q9UBB5 | TR-FRET, MBD2 binding to methylated oligonucleotide | inhibition, % at 4.4 µM | 0.31% of 370,000 active | AID 686964; in the data active = inhibition above about 13%
The depositor's hits bear a star.

SMILES	LEDGF integ inh	PRMT1 FP inh	UHRF1 MBD2 ctr	TCR-CD3 inh	TDP2 absorb	SIAE primary	DDE Tn7 FP inh	KLK7 zymogen act	Tn6 DDE FP	MBD2 inh
CCOC(=O)N1CCC(=NNc2ccc(S(N)(=O)=O)cc2[N+](=O)[O-])CC1	0.3	-2.1	-5.7	0.1	-7.0	-6.2	-0.7	0.2	3.1	-7.9
CCCCCCC(=O)N(O)C1CC(=O)N(c2ccc(Br)cc2)C1=O (configuration not stated)	-1.1	41.9*	-1.2	-13.7	17.7	-4.2	10.7	-0.7	2.8	0.7
CCOc1ncccc1C(=O)Nc1cc(S(=O)(=O)N2CCCCC2)ccc1OC	0.6	-3.0	-0.7	1.5	-9.7	0.5	-6.0	0.0	7.3	-3.5
CCCCNC(=O)CSc1nnc(Cc2ccc(Cl)c(Cl)c2)c(=O)[nH]1	0.4	1.8	0.1	7.1	-3.8	-2.3	1.2	0.1	4.5	-2.4
Cc1ccccc1C(=O)NC1CCN(Cc2ccccc2)CC1	-5.1	1.1	-0.8	-0.8	11.2	-1.3	2.6	0.5	6.1	2.9
Cc1c(NC(=O)COC(=O)/C=C/c2cccc(Br)c2)c(=O)n(-c2ccccc2)n1C	3.6	-1.1	-1.1	0.1	-13.8	-8.1	3.1	0.0	-9.1	1.4
CCCn1c(N)c(C(c2ccc(C(=O)OC)cc2)N2CCN(c3ccccc3)CC2)c(=O)[nH]c1=O (configuration not stated)	2.4	4.7	2.5	-4.8	-4.6	4.2	2.1	0.4	-1.4	5.6
CCCN1CCC(=O)NC1=S	-2.4	0.8	0.7	-6.2	-1.1	12.8	1.9	-0.2	-2.9	3.9
CC(C)N1CCc2c(sc(NC(=O)c3ccc(S(=O)(=O)N4CCCCC4C)cc3)c2C(N)=O)C1 (configuration not stated)	2.0	-2.9	0.7	1.5	5.7	5.1	-7.0	5.7	-9.8	-1.1
CCCC(=O)N(Cc1cc(=O)[nH]c2ccccc12)c1ccccc1	1.2	8.9	4.0	-6.8	-9.2	-7.6	4.9	0.3	-14.8	8.9
CCOC(=O)C1CCCN(S(=O)(=O)CCNC(=O)c2ccc(F)cc2)C1 (configuration not stated)	-0.3	-3.7	-0.4	6.2	15.0	-2.0	-6.0	0.2	-1.2	-0.2
COC(=O)c1cnn(-c2ccc(C)c(C)c2)c1-n1cccc1	-4.0	-0.3	3.0	-1.5	9.4	-3.6	2.8	0.9	6.3	1.8
CC(=O)N1CCN(C(=O)c2ccc(NS(=O)(=O)c3cc(C)ccc3C)cc2)CC1	-2.2	2.3	1.4	3.1	6.8	-13.3	0.6	0.0	4.5	1.1
CCCCc1c(-c2ccccc2OC)ncn1Cc1ccc(F)cc1F	2.3	8.9	-0.1	-5.3	-8.2	1.6	0.7	0.1	-2.6	4.0
N#Cc1ccsc1NC(=O)CN1CCN(Cc2ccccc2)CC1	3.3	3.1	-0.8	-3.3	1.5	-5.8	1.5	0.1	-2.1	-4.4
COc1ccc(NS(=O)(=O)c2ccc(F)cc2F)cn1	-2.2	5.7	-2.4	-0.4	3.4	-11.5	0.2	0.5	7.1	-2.7
Cc1ccc(S(=O)ONc2cccc(NOS(=O)c3ccc(C)cc3)c2)cc1 (configuration not stated)	1.4	-1.6	5.0	-1.9	1.3	-4.3	-2.8	1.1	-7.7	-2.3
COc1ccc(/C=N/NC(=O)c2ccccc2O)cc1CN1CCOCC1	-6.2	2.7	0.8	-1.8	12.6	4.0	-1.1	0.5	-1.2	1.1
O=C(NC1CCCCC1)c1cc(-c2cccs2)on1	1.1	-0.7	0.7	2.7	-3.8	1.4	-5.8	-0.2	-1.9	4.0
COc1ccc(OC)c(-c2csc(NC(=O)Cn3[nH]c(=O)c4ccccc4c3=O)n2)c1	1.0	-0.2	-0.3	0.6	2.0	-3.1	3.2	-2.8	-1.1	2.1

Looked up above:
Cc1ccccc1C(=O)NC1CCN(Cc2ccccc2)CC1 in MBD2 inh has 2.9
COc1ccc(OC)c(-c2csc(NC(=O)Cn3[nH]c(=O)c4ccccc4c3=O)n2)c1 in TDP2 absorb has 2.0

Further compounds follow.
SMILES	LEDGF integ inh	PRMT1 FP inh	UHRF1 MBD2 ctr	TCR-CD3 inh	TDP2 absorb	SIAE primary	DDE Tn7 FP inh	KLK7 zymogen act	Tn6 DDE FP	MBD2 inh
COC(=O)CCN1CCN(S(=O)(=O)c2cccc(Br)c2)CC1	3.3	-0.9	-1.2	1.6	4.7	5.6	-11.2	-0.3	-1.0	-3.0
O=S(=O)(c1ccc(Br)s1)N1CCN(CCc2ccccc2)CC1	1.2	-3.6	-1.3	1.6	3.2	-3.5	2.8	0.1	1.3	4.9
COc1ccc2[nH]c(CN3CCN(CC(C)C)C(CCO)C3)c(C)c2c1 (configuration not stated)	4.3	-9.5	1.8	-6.4	-3.2	15.1	5.4	6.8	-6.0	-3.2
O=C(Nc1ccc(S(=O)(=O)Nc2ccccn2)cc1)c1cccc(Br)c1	1.7	-0.7	1.1	10.0	2.0	-11.6	6.2	0.1	1.3	3.0
CCCS(=O)(=O)NC(=O)C1(C)CCCN(C(=O)c2c(F)ccc(C)c2F)C1 (configuration not stated)	2.8	-2.7	1.1	-1.8	-10.9	-4.6	3.4	0.0	4.4	1.1
CCc1ccc(NC(=O)c2cc(C(C)C)on2)cc1	2.1	-2.8	-0.2	7.3	-1.7	5.8	0.4	0.1	0.6	-2.4
O=C(O)/C=C/c1ccc(-c2cccc(C(F)(F)F)c2)o1	0.7	2.8	3.1	1.0	-7.2	0.9	0.0	0.7	-6.6	4.4
O=C(Nc1ccccc1)c1cc([N+](=O)[O-])ccc1NCc1cccnc1	0.0	-1.8	-4.4	2.1	5.0	-3.2	0.7	-0.2	4.4	-3.1
CCCCN(CC)C(=O)Cn1c(=O)sc2ccccc21	3.1	-2.5	-0.9	0.2	-2.9	-2.5	-8.2	0.0	-0.1	-1.9
CC(C)CNS(=O)(=O)c1ccc(CCC(=O)NCc2cccnc2)cc1	0.7	-0.5	0.3	4.2	-4.1	-3.6	8.9	-0.1	3.0	3.1
O=C(CCS(=O)(=O)c1cccs1)Nc1ccc(C(=O)NCc2cccs2)cc1	8.4	1.2	4.4	-3.8	-13.4	-4.8	0.2	-1.5	-8.5	0.3
Cc1ccc(C#CC(C)(O)C(C)(C)C)cn1 (configuration not stated)	2.4	-0.5	0.7	-4.6	-0.5	5.5	-0.2	-0.4	-4.3	3.4
Cc1noc(C)c1C(=O)NC1CCCc2ccccc21 (configuration not stated)	-4.0	-1.4	1.9	0.0	-12.5	3.5	-7.8	-0.3	3.2	-4.3
Cc1cc(C)c(OCC(=O)Nc2ccc(N3CCOCC3)cc2)c(Br)c1	3.4	-7.4	-2.3	2.8	7.0	5.8	2.6	0.4	0.5	-3.6
O=C(COC(=O)C1CCC(=O)N1)Nc1cccc([N+](=O)[O-])c1 (configuration not stated)	-0.9	-0.6	1.0	-0.8	3.7	4.0	-2.7	-0.1	-2.1	0.9
Cc1ccc(COc2ccsc2C(=O)NN)cc1	-3.5	0.4	-0.2	-1.0	-0.1	-4.7	-4.4	0.3	0.2	1.1
CCCc1cc(=O)[nH]c(SCC(=O)N(Cc2ccccc2)C(C)C)n1	-0.4	-2.9	-0.9	3.2	-7.2	2.7	5.0	0.0	8.8	-2.4
O=C(NCc1ccccc1)C(=O)Nc1cccc(C(=O)O)c1	2.0	-8.7	-1.4	2.8	-3.1	7.2	-1.8	-0.3	-2.2	-4.9
CC(C)(C)OC(=O)N1CCC(NC(=O)c2nc[nH]c2C(=O)NCc2ccccc2)CC1	1.0	3.3	1.8	-1.5	-6.7	-4.8	0.6	-1.4	2.9	5.0
O=C(CSC(=S)N1CCCC1)Nc1ncc(Cl)cc1Cl	-1.2	-1.1	-4.4	6.1	-2.8	-0.1	3.8	-0.3	-1.8	0.9

Quoted from the entries so far for reference:
SMILES	LEDGF integ inh	PRMT1 FP inh	UHRF1 MBD2 ctr	TCR-CD3 inh	TDP2 absorb	SIAE primary	DDE Tn7 FP inh	KLK7 zymogen act	Tn6 DDE FP	MBD2 inh
Cc1noc(C)c1C(=O)NC1CCCc2ccccc21 (configuration not stated)	-4.0	-1.4	1.9	0.0	-12.5	3.5	-7.8	-0.3	3.2	-4.3
Cc1cc(C)c(OCC(=O)Nc2ccc(N3CCOCC3)cc2)c(Br)c1	3.4	-7.4	-2.3	2.8	7.0	5.8	2.6	0.4	0.5	-3.6

Only MBD2 inh and SIAE primary, for 2 of the compounds above:
compound	MBD2 inh	SIAE primary
COc1ccc2[nH]c(CN3CCN(CC(C)C)C(CCO)C3)c(C)c2c1 (configuration not stated)	-3.2	15.1
O=C(Nc1ccc(S(=O)(=O)Nc2ccccn2)cc1)c1cccc(Br)c1	3.0	-11.6

Other results:
SMILES	LEDGF integ inh	PRMT1 FP inh	UHRF1 MBD2 ctr	TCR-CD3 inh	TDP2 absorb	SIAE primary	DDE Tn7 FP inh	KLK7 zymogen act	Tn6 DDE FP	MBD2 inh
O=C(NCCc1ccc(Cl)cc1)Nc1ccc(F)cc1	1.6	-1.6	-1.3	-2.3	2.7	-3.0	2.7	0.1	-6.0	2.4
O=C(NCCCn1ccnc1)c1ccc(Br)s1	3.1	-1.6	-3.7	7.6	-0.4	-2.6	0.0	0.2	-11.6	-4.6
COC(=O)c1ccccc1NC(=O)Nc1ccc(C)cn1	-2.4	-0.9	-2.1	6.4	-1.2	1.3	5.8	-2.1	4.2	-4.9
CCC1=NN2C(=N)/C(=C\c3ccc(OCCOc4ccccc4)c(OC)c3)C(=O)N=C2S1	-3.6	-1.9	-0.3	4.0	-12.8	-4.5	-0.8	0.5	0.4	1.0
CCC1Oc2ccccc2N(CC(=O)NCC2CCCO2)C1=O (configuration not stated)	-1.4	-1.2	-2.6	6.2	-3.4	-1.9	-2.9	-0.5	0.8	0.4
Cc1nnc(NC(=O)c2ccccc2F)s1	-0.4	1.8	1.8	2.0	-4.1	-9.2	-11.3	-0.1	0.3	2.7
Cc1ccc(C2CC(=O)NC(SCC(=O)OCc3ccccc3)=C2C#N)o1 (configuration not stated)	1.0	3.6	-0.6	1.1	-6.2	6.2	2.8	-1.0	0.0	-4.9
O=C(/C=C/c1ccco1)Nc1ccc(CN2CCOCC2)cc1	0.5	-0.8	0.3	1.1	-0.6	2.1	-3.3	-0.1	-7.4	-2.2
Cc1ccccc1N1CCN(C2CCCN(C(=O)CCC3(C)CC3)C2)CC1 (configuration not stated)	3.3	4.3	3.2	-1.7	-3.6	-3.6	-4.4	0.4	4.7	-1.1
Cc1noc(NS(=O)(=O)c2ccc(NC(=O)C34CC5CC(C3)CC(n3cnc(Br)n3)(C5)C4)cc2)c1C	-2.3	0.8	0.5	9.6	-5.7	5.8	6.0	-0.5	8.6	-1.4
OCCN1CCN(c2ncnc3c2ncn3[C@H]2CN(Cc3ccc(F)cc3)C[C@@H](CO)O2)CC1	0.2	0.6	-14.2	14.7	-1.6	-4.1	2.8	0.5	-5.1	0.6
CCNC(=S)N1C2CCC1CC(NC(=O)NC1CCCCC1)C2 (configuration not stated)	0.2	-1.6	-3.5	6.3	4.5	-1.9	1.3	0.4	0.2	1.6
